eIF2B yeast act: eIF2B (yeast) activity modulation | inhibition, % at 25 µM (by protocol) | S. cerevisiae eIF2B-epsilon R284H, GCN4-lacZ luminescence | AID 688 | 0.91% of 27,000 active;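 active = mutant luminescence inhibited past about 50% while wild type luminescence and mutant growth stay under set limits, limit read from the data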; note: some compounds called inactive have numbers as strong as hits
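Material: yeast eIF2B-epsilon R284H mutant carrying GCN4–beta-galactosidase fusion. Medium: YPD yeast growth medium. Incubation: 16 h growth with compound at 30 °C, 90 min Beta-Glo step. Signal: Beta-Glo luminescence plus absorbance at 595 nm. Evaluation: % inhibition of reporter signal and growth versus controls. Doses: 25 µM single dose.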
Yeast growth tox: Inhibitors of S. cerevisiae growth, toxicity; S. cerevisiae wild-type growth, A595 turbidity, 16 h; growth inhibition, % at 25 µM (by protocol); 0.3% of 30,000 active; AID 685;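 active = mutant and wild-type yeast strains alike exhibit over 30% growth inhibition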;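 note: 0% = untreated cell controls and 100% = YPD media blanks without cells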
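Test system: Wild-type and eIF2Bepsilon-R284H mutant S. cerevisiae, screened separately | Dosing: Single 25 µM compound dose in 0.2% DMSO | Schedule: 16 h compound exposure during growth at 30 °C | Detection: A595 turbidity | Evaluation: Growth inhibition (%) versus cell controls and blanks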
Yeast growth tox inhibition %: further read-out of Yeast growth tox, marked with its call; growth inhibition, %; S. cerevisiae eIF2Bepsilon-R284H mutant growth, A595 turbidity, 16 h;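 each compound tested once at 25 µM; 0% equals untreated cells and 100% equals cell-free medium blanks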
eIF2B yeast act mutant toxicity: further read-out of eIF2B yeast act, marked with its call; growth inhibition, %; measured here: mutant yeast growth, toxicity;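 each compound tested once at 25 µM; zero equals untreated control growth and 100 equals blank medium absorbance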
An asterisk follows results filed as active.

SMILES	eIF2B yeast act	eIF2B yeast act mutant toxicity	Yeast growth tox	Yeast growth tox inhibition %
CCCc1cc(C(N)=S)ccn1	-18	15	16	15

Not all compounds are listed; rates above refer to the full screens.
